Source: PubChem BioAssay
mABHD4 FP: inhibitors of mouse ABHD4; Q8VD66; purified mABHD4, FP-Rh probe fluorescence polarization; inhibition, % at 8.92 µM; hit rate 0.54% among 370,000; AID 720543;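 active = inhibition exceeding the mean over every tested compound plus 3 SD, cut at about 30% in these data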;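 also: 0% = plate median of compound wells and 100% = S159A mutant with DMSO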
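System: mouse ABHD4 enzyme, wild type / Medium: HEPES pH 7.0, NaCl, Pluronic buffer / Reagent: FP-Rh activity-based fluorescent probe / Control set: S159A mutant high control, sample median low control / Detection: fluorescence polarization with parallel and perpendicular emission, 525/598 nm / Schedule: 45 min + 60 min at 25 °C / Compound dosing: 8.92 µM, single dose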
HTRA1 inhibitor: blocks human HTRA1 serine peptidase. recombinant HTRA1, FP-rhodamine activity-based probe, fluorescence polarization. AID 504803. inhibition, % at 5.96 µM. hit rate 0.5% among 340,000. Q92743; in the data active = inhibition above about 36%;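 also: 0% = enzyme with DMSO and 100% = wells lacking enzyme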
PRMT1 inh: inhibitors of human PRMT1; recombinant PRMT1, activity-based probe fluorescence polarization; AID 652257; inhibition, % at 2.79 µM; hit rate 1.3% among 370,000;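 active = inhibition above about 21% made by adding two undisclosed values, limit read from the data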
TDP2 absorb: TDP2 (human) inhibition, absorbance primary screen; O95551; recombinant TDP2, T5PNP hydrolysis, p-nitrophenol absorbance 415 nm; inhibition, % at 12.8 µM; hit rate 0.34% among 370,000;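 active = inhibition above the mean of all tested compounds plus 3 SD, set per campaign, cut at about 25% in these data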;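 also: 0% = DMSO with enzyme and 100% = buffer with substrate but no TDP2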
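Test system: human TDP2 enzyme; Input: 120 nM TDP2 per well; Buffer or medium: Mg2+-containing Tris-HCl buffer, pH 7.5; Reagent: 5 mM T5PNP; Dosing: 12.8 µM single point, 1% DMSO; Incubation: reaction 2 h, 37 °C; Detection: p-Nitrophenol epi absorbance; Read-out: % inhibition relative to enzyme-containing and enzyme-free wells; Replicates: single well per compound.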
DDE Tn7 FP inh: disrupts Tn7 cyclic peptide binding to fibrin D-Dimer-E complex | P02675 | FP displacement of FITC-Tn7 peptide from fibrin DD(E); 0% = median of compound wells per plate | inhibition, % at 8.3 µM | hit rate 0.13% among 370,000 | AID 720508;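 active = inhibition above the mean of compounds falling within the control limits plus 3 SD of them, cut at about 14% in these data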;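 also: 0% = plate median of compound wells and 100% = 10 µM Aha-Tn7 peptide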
Target sequence (P02675 whole entry, looked up): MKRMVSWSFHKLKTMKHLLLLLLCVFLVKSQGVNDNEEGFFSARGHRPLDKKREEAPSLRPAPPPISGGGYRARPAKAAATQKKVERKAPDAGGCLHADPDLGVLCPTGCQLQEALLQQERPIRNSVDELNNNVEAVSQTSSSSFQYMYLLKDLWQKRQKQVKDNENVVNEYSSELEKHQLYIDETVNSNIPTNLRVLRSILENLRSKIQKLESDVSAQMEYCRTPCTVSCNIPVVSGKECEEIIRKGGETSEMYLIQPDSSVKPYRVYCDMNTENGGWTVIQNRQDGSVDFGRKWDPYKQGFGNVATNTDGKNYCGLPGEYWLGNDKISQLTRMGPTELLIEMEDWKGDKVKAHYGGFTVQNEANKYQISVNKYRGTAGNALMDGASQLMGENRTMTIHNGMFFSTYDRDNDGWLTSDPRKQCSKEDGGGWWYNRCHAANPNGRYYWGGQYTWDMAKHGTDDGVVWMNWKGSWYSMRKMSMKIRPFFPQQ
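Test system: human clot-derived fibrin DD(E) complex / Quantity: 2 µM final DD(E) protein / Incubation: 10 min plus 3 h, room temperature / Measured by: fluorescence polarization / Benchmarks: high control of 10 µM Aha-Tn7 peptide / Replicates: singlicate testing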
SIAE primary: blocks human sialic acid acetylesterase; SIAE FP-Rh probe binding, fluorescence polarization; inhibition, % at 9.66 µM; hit rate 0.69% among 370,000; Q9HAT2;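 active = inhibition above a cutoff: mean of compounds within the control limits plus 3 SD of those, cut at about 17% in these data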;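 also: 0% = plate median of compound wells and 100% = probe without SIAE protein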
Target sequence (Q9HAT2 whole entry, looked up): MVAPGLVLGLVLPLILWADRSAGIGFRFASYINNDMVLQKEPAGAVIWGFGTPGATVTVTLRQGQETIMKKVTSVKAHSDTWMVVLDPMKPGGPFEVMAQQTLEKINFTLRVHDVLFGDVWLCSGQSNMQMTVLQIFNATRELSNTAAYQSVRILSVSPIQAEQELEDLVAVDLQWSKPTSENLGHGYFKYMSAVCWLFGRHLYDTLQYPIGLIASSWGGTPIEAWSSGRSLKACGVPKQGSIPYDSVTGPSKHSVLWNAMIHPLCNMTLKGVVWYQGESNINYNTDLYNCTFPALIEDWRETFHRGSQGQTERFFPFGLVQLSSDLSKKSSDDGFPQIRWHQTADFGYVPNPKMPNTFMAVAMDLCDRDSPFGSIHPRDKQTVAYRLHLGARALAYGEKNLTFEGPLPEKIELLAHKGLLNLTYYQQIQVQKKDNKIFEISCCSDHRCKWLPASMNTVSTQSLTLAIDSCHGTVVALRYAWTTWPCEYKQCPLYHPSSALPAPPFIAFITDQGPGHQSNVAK
PG9 Ab binder: binds the HIV-1 gp120 antibody PG9; hit rate 0.43% among 360,000; inhibition, % at 6.7 µM; TR-FRET gp120-PG9 antibody binding; in the data active = inhibition above about 8.5%
UHRF1 MBD2 ctr: blocks human UHRF1 binding to methylated DNA | inhibition, % at 4.4 µM | hit rate 0.75% among 370,000 | UHRF1 binding to methylated oligo, TR-FRET | Q96T88; in the data active = inhibition above about 21%;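 also: UHRF1 SRA domain binding a hemimethylated CpG hairpin DNA probe; 0% = median of test compound wells and 100% = reference inhibitor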
LEDGF integ inh: blocks HIV-1 LEDGF/p75-dependent DNA integration. TR-FRET IN-LEDGF/p75 DNA integration, Eu/Cy5. inhibition, % at 3.7 µM. hit rate 0.64% among 370,000. AID 743269;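 active = inhibition above the screen-wide mean plus 3 SD, cut at about 13% in these data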;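 also: signal is the Cy5 over europium emission ratio at 671 and 618 nm; 0% = plate median of compound wells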
TCR-CD3 inh: human TCR-CD3 binding inhibition; TAMRA-labeled TCR probe fluorescence, biochemical; inhibition, % at 9.4 µM; hit rate 0.37% among 360,000; AID 651800; in the data active = inhibition above about 19%;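 also: recombinant mutant TCR 2C K166C tagged with TAMRA read by polarization; 0% = receptor in buffer alone and 100% = receptor with positive control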
Starred values were filed as active, the others as inactive; . = not tested or not shown.

mol	mABHD4 FP	HTRA1 inhibitor	PRMT1 inh	TDP2 absorb	DDE Tn7 FP inh	SIAE primary	PG9 Ab binder	UHRF1 MBD2 ctr	LEDGF integ inh	TCR-CD3 inh
COc1cc(OC)cc(C(=O)NCCSCc2ccco2)c1	0	.	-3	-4	0	3	0.7	0	-4	2
CC(=O)OC1C([N+]2(C)CCCCC2)C[C@H]2C3CC[C@H]4C[C@H](OC(C)=O)C([N+]5(C)CCCCC5)CC4(C)[C@H]3CCC12C (some centres undefined)	-3	-1	-2	6	10	-7	-0.2	-1	-1	0
CCc1ccc(OCC(=O)O/N=C(\N)Cc2ccc([N+](=O)[O-])cc2)cc1	-1	-9	1	-1	4	0	-1.1	2	-5	5
CCCCCCCCN1CN2Cc3ccccc3C2CS1(=O)=O (centres undefined)	-7	.	0	5	-2	-3	.	-5	2	.
CCOc1ccc(S(=O)(=O)N2CCC(C(=O)Nc3cc(S(C)(=O)=O)ccc3Cl)CC2)cc1	-10	-9	-1	-11	-3	-5	-0.6	1	0	-8
O=C(O)CN1CCCC1=Nc1ccccc1	7	-1	-3	2	1	-3	1.8	2	-1	7
COc1ccccc1C(=O)OCCN1CCOCC1	2	10	6	-3	1	-2	0.3	1	1	-6
COc1ccc(CCNC(=O)Cn2c(=O)n(-c3ccc(F)cc3)c(=O)c3sccc32)cc1OC	4	-1	2	-1	8	-2	2.2	-3	-1	-7
COc1ccc(CCNC2CCN(C)CC2)cc1OC	1	1	-1	-4	0	0	-2.7	-5	-3	2
O=c1[nH]c(SCc2ccccc2F)nc2ccccc12	-2	-19	-1	-7	4	-3	0.5	3	-4	-3
O=C(NCc1cccnc1)c1cc(C2CCCN(C(=O)C3CCCCC3)C2)on1 (centres undefined)	5	.	0	1	3	7	-1.6	0	0	6
CCOc1ccc(N2CC(C(=O)Nc3ccc(N4CCOCC4)cc3)CC2=O)cc1 (centres undefined)	-1	4	1	-10	-2	0	1.1	0	-1	11
C=CCNC(=O)NC(=O)COC(=O)C(C)Oc1ccc(Cl)cc1Cl (centres undefined)	4	6	-4	-17	-2	-3	1.3	6	0	0
Cc1cc(C)nc(N(C#N)CCOc2ccccc2)n1	1	-2	0	-3	-1	7	-1.2	1	0	-1
COc1ccc(/C=C(\C#N)C(=O)Nc2ccccn2)cc1	-4	8	-3	-6	-5	-4	0.2	0	3	-2
S=c1[nH]nc(C2CCCCC2)n1/N=C/c1ccc(Br)s1	-6	-8	5	6	5	-2	-0.5	1	-5	-5
O=C(COc1ccccc1Cl)N1CCN(c2ccc([N+](=O)[O-])c(N3CCOCC3)c2)CC1	3	5	-2	-5	-1	-4	-2.4	-3	-1	2
Cc1ccc(NC(=O)CSc2nc3sc(C)cc3c(=O)n2C)cc1	-1	-4	4	-5	5	12	17*	-1	-2	-4
Cc1cc(N2CCCC2)ccc1NC(=O)COc1ccc(Cl)cc1	-22	-4	0	-1	-10	1	-2.0	-1	6	2
COc1ccc(CN2C(=O)c3cccnc3C2=O)cc1S(=O)(=O)N1CCCC(C)C1 (centres undefined)	0	0	1	-5	3	7	-0.4	2	-3	6
Cc1ccc(S(=O)(=O)CC(C)(O)CS(=O)(=O)c2ccc(C)cc2)cc1	-2	0	-2	16	-11	-10	-1.2	-4	3	1
CCOc1ccc(NS(=O)(=O)c2ccc(C(=O)NCC3CCCO3)cc2)cc1 (centres undefined)	-15	0	7	4	5	-1	1.1	3	-6	-14
COc1ccc(C(=O)C2CCCN(C(=O)Cn3cncn3)C2)cc1OC (centres undefined)	-4	10	-3	13	1	3	1.5	1	1	-1
COc1ccccc1C(=O)Nc1cc(C)on1	0	-2	-4	-20	6	0	0.4	-2	3	3
COc1cccc(NC(=S)N2CCN(C(c3ccccc3)c3ccccc3)CC2)c1	1	-15	-2	8	-3	-4	-2.4	-3	0	3
CSc1ccc(S(=O)(=O)Nc2ccc3c(c2)OCCO3)cc1	-4	-6	2	-8	-4	4	2.1	3	1	1
O=C(Cn1c(=O)oc2cc(S(=O)(=O)NCc3ccccc3)ccc21)NCc1ccco1	1	3	-2	-4	-11	-1	0.6	-1	1	1
Cc1cccc(CSc2ccc3nnc(-c4cccs4)n3n2)c1	-5	-3	-3	-6	-9	2	-1.2	9	3	-9
CCCCn1ccc(=O)c2c(C(F)(F)F)nccc21	9	9	3	-10	-4	7	1.0	2	2	-4
Cc1c(C)n(CC(O)CNc2ccccc2)c2ccccc12 (centres undefined)	8	10	-1	-5	1	7	-1.5	0	-1	0
Cc1c(NC(=O)C(C)OC(=O)c2ccc(Cl)nc2)c(=O)n(-c2ccccc2)n1C (centres undefined)	-4	2	1	-2	-2	-1	-0.4	-1	1	-5
COC(=O)c1cc(OC)c(OC)c(OC)c1N	-5	0	2	-11	-2	-2	0.2	-1	-3	-3
O=C(NCCN1CCCCC1)c1ccc(/C=N/O)nc1	-1	5	-6	-5	0	3	-2.9	1	-2	-2
COc1ccc(CCNC(=O)Cn2c(=O)n(-c3ccc(C)c(F)c3)c(=O)c3sccc32)cc1OC	-2	2	0	-1	8	3	-0.8	-1	-6	9
O=C(O)Cc1ccc(NC(=O)c2ccc3c(c2)C(=O)N(Cc2ccccc2)C3=O)cc1	0	2	-6	-1	0	-4	-1.9	0	0	2
COP(N)(=O)C(CC(C)C)NC(=O)OCc1ccccc1 (centres undefined)	5	.	-5	7	5	4	.	-3	-2	.
CN(C)c1ccc(NC(=O)c2cnsn2)cc1	6	-1	8	-1	-9	0	-5.2	1	-1	-6
O=C(NCCCl)Nc1ccccc1NS(=O)(=O)c1cccs1	1	8	4	-3	4	6	0.2	1	-1	-5
CN=C1S/C(=C\c2ccc(SC)cc2)C(=O)N1C	0	2	5	-6	0	-6	-1.2	1	-10	-4
Cc1ccc(CNn2cnnc2SCC(=O)NC(C)(C)C)cc1	-3	9	-4	-3	-2	-4	-0.2	3	-6	5

Reformatted field by field: 2 of the compounds above.
CCOc1ccc(N2CC(C(=O)Nc3ccc(N4CCOCC4)cc3)CC2=O)cc1 (centres undefined)
  mABHD4 FP: -1; HTRA1 inhibitor: 4; PRMT1 inh: 1; TDP2 absorb: -10; DDE Tn7 FP inh: -2; SIAE primary: 0; PG9 Ab binder: 1.1; UHRF1 MBD2 ctr: 0; LEDGF integ inh: -1; TCR-CD3 inh: 11
C=CCNC(=O)NC(=O)COC(=O)C(C)Oc1ccc(Cl)cc1Cl (centres undefined)
  mABHD4 FP: 4; HTRA1 inhibitor: 6; PRMT1 inh: -4; TDP2 absorb: -17; DDE Tn7 FP inh: -2; SIAE primary: -3; PG9 Ab binder: 1.3; UHRF1 MBD2 ctr: 6; LEDGF integ inh: 0; TCR-CD3 inh: 0

Next section.
mol	mABHD4 FP	HTRA1 inhibitor	PRMT1 inh	TDP2 absorb	DDE Tn7 FP inh	SIAE primary	PG9 Ab binder	UHRF1 MBD2 ctr	LEDGF integ inh	TCR-CD3 inh
Cc1cccc(OCCNC(=O)CCNS(=O)(=O)c2ccc3ccccc3c2)c1	-8	-18	3	3	2	6	-0.8	0	-3	-6
O=C(NCc1ccccc1)C(c1cccnc1)N(C(=O)c1csnn1)c1ccccc1 (centres undefined)	2	-1	0	-5	-1	-5	-0.6	0	-3	7
COc1ccccc1NC(=O)CC(c1ccc(F)cc1)c1ccco1 (centres undefined)	3	-12	-2	-8	-6	-1	-0.2	-1	3	-4
COC(=O)N[C@H](c1ccccc1)[C@@]1(C)C[C@@H]1[C@@H](C)C(=O)Nc1ccc2ccccc2c1	0	-28	-2	-1	7	-3	-0.5	1	-1	5
CCC(C)C(=O)N1c2ccccc2C(=C2SC(C(=O)OC)=C(C(=O)OC)S2)C(=S)C1(C)C (centres undefined)	10	10	12	12	0	11	-1.4	-4	-1	0
CCn1cc(C(=O)O)c(=O)c2cc(F)c(N3CCN(C(=S)Nc4ccc(OC)cc4)CC3)cc21	4	1	1	13	5	6	-0.6	2	-3	0
CN(CC(=O)NC1(C)CCS(=O)(=O)C1)S(=O)(=O)c1ccc(Cl)cc1 (centres undefined)	-3	2	3	4	5	0	-0.6	2	-4	-1
COC(=O)CC1c2ccccc2S(=O)(=O)N1Cc1ccccc1 (centres undefined)	-1	-8	3	1	5	5	1.0	-1	-1	-6
Cc1sc2nc(COC(=O)C(NC(=O)c3ccc(Cl)cc3Cl)C(C)C)[nH]c(=O)c2c1C (centres undefined)	0	-2	2	-4	2	-12	-2.4	-4	2	3
O=C(c1ccc(Cl)cc1)N1CCN(S(=O)(=O)/C=C/c2ccccc2)CC1	-2	-10	-3	-13	-8	1	0.0	1	2	1
Cc1nc2c(-c3ccc(F)cc3)c(C)nn2c(C)c1CCC(=O)N1CCC(Cc2ccccc2)CC1	2	-3	-3	-4	-3	-2	0.0	0	0	3

Compounds shown so far with a thiophene ring, fused or not, in the order listed:
mol	mABHD4 FP	HTRA1 inhibitor	PRMT1 inh	TDP2 absorb	DDE Tn7 FP inh	SIAE primary	PG9 Ab binder	UHRF1 MBD2 ctr	LEDGF integ inh	TCR-CD3 inh
COc1ccc(CCNC(=O)Cn2c(=O)n(-c3ccc(F)cc3)c(=O)c3sccc32)cc1OC	4	-1	2	-1	8	-2	2.2	-3	-1	-7
S=c1[nH]nc(C2CCCCC2)n1/N=C/c1ccc(Br)s1	-6	-8	5	6	5	-2	-0.5	1	-5	-5
Cc1ccc(NC(=O)CSc2nc3sc(C)cc3c(=O)n2C)cc1	-1	-4	4	-5	5	12	17*	-1	-2	-4
Cc1cccc(CSc2ccc3nnc(-c4cccs4)n3n2)c1	-5	-3	-3	-6	-9	2	-1.2	9	3	-9
COc1ccc(CCNC(=O)Cn2c(=O)n(-c3ccc(C)c(F)c3)c(=O)c3sccc32)cc1OC	-2	2	0	-1	8	3	-0.8	-1	-6	9
O=C(NCCCl)Nc1ccccc1NS(=O)(=O)c1cccs1	1	8	4	-3	4	6	0.2	1	-1	-5
Cc1sc2nc(COC(=O)C(NC(=O)c3ccc(Cl)cc3Cl)C(C)C)[nH]c(=O)c2c1C (centres undefined)	0	-2	2	-4	2	-12	-2.4	-4	2	3
